Screening results deposited in PubChem by Sanford-Burnham Center for Chemical Genomics.
mIAP block = mouse IAP inhibition. AID 2806. 330,000 compounds, 0.2% hits. inhibition, % at 10 µM. purified mouse IAP, CDP-Star luminescence, 30 min;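 active = inhibition of at least 40% at 10 µM in the primary screen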;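 also: plate controls were DMSO with enzyme for no effect and no enzyme wells for full effect; values of inactives mirror those of a sister screen read the other way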
A3A deaminase = blocks human APOBEC3A ssDNA deamination. recombinant A3A, FAM/TAMRA ssDNA deamination fluorescence. inhibition, % at 20 µM. 330,000 compounds, 0.41% hits. AID 493011;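 active = at least 40% inhibition at 20 µM here, with at most 30% in a related deaminase screen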;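 also: plate controls were A3A with DMSO for no effect and wells lacking A3A enzyme for full effect; some results filed as inactive read as strong as hits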
hIAP block = human IAP inhibition; P09923; purified IAP, CDP-Star luminescence, 30 min; inhibition, % at 10 µM; 330,000 compounds, 0.12% hits; AID 2544;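 active = inhibition reaching a set limit with compound at 10 µM in the primary screen, cut at about 35% in these data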;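 also: plate controls were DMSO wells with enzyme for no effect and no-enzyme buffer wells for full effect; values of inactives mirror those of a sister screen read the other way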
Target sequence (P09923 whole entry, looked up): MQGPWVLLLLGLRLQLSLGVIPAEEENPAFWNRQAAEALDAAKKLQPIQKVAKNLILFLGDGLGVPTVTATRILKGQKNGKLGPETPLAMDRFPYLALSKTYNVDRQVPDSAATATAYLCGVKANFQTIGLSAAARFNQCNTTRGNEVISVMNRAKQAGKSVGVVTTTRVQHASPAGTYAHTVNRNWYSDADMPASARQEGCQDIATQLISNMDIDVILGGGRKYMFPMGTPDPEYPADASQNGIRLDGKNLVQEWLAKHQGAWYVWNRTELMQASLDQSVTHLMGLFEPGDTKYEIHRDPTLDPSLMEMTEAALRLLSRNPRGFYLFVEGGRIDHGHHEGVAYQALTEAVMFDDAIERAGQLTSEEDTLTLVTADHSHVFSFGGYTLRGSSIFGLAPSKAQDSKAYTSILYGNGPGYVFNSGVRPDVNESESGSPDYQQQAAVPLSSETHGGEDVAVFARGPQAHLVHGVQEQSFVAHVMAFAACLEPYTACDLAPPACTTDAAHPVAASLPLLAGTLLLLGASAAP
HKDC1 inh = inhibitors of human hexokinase HKDC1; recombinant HKDC1, G6PDH/diaphorase resazurin coupled fluorescence; inhibition, % at 20 µM; 340,000 compounds, 0.16% hits; AID 493160;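 active = inhibition above about 35% when tested at 20 µM, limit read from the data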;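 also: plate controls were DMSO wells with enzyme for no effect and DMSO wells lacking enzyme for full effect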
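Assay system – recombinant HKDC1 (HK5) hexokinase enzyme, produced in-house · Input – HKDC1 at 5 µg/mL · Reagent – glucose plus 1 mM ATP as hexokinase substrates · Timing – 90 min reaction incubation at room temperature, dark · Measured by – G6PDH/diaphorase-coupled fluorescence, 1 mM NADP, 100 µM resazurin, 525/613 nm · Benchmarks – DMSO-enzyme wells negative, buffer-substituted wells positive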
ATG4B inhibitor = ATG4B (human) cysteine protease inhibition; Q9Y4P1; ATG4B cleavage of LC3-PLA2, NBD-HPC fluorescence, 1 h; inhibition, % at 8.33 µM; AID 504462; 340,000 compounds, 0.51% hits; in the data active = inhibition above about 40%
Target sequence (Q9Y4P1 whole entry, looked up): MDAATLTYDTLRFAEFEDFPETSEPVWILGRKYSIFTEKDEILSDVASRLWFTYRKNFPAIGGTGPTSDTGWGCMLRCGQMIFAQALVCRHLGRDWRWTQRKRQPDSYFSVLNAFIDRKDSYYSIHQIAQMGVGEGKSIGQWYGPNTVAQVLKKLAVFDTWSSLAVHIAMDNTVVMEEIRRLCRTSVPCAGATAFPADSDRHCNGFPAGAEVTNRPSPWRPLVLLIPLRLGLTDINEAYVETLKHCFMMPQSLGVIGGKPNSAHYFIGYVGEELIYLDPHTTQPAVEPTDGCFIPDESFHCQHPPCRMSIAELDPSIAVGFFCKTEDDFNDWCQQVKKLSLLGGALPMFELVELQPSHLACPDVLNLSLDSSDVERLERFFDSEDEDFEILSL
hIAP activ = human IAP activation; purified human IAP, CDP-Star luminescence, 30 min; active compounds read high; 1 = vehicle-only enzyme, 0 = enzyme-free background; activation factor at 10 µM; 330,000 compounds, 0.16% hits; AID 2524;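 active = activation factor of the enzyme at least 2-fold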; also: the source names both 10 and 20 µM as test concentration; values of inactives mirror those of a sister screen read the other way
mIAP act = mouse IAP activation; muIAP, CDP-Star luminescence, 30 min; active compounds read high; 1 = vehicle-only enzyme signal, 0 = enzyme-free wells; activation factor at 10 µM; 330,000 compounds, 0.24% hits;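 active = activation factor of at least 2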; also: the source names both 10 and 20 µM as test concentration; values of inactives mirror those of a sister screen read the other way
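System: mouse IAP enzyme. Reagent: CDP-Star chemiluminescent phosphatase substrate. Benchmarks: DMSO wells, no-enzyme wells. Times: 30 min enzyme-substrate-compound incubation at room temperature. Detection: luminescence from enzymatic CDP-Star hydrolysis. Doses: test compounds delivered from DMSO solution.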
PfGluPho inh = PfG6PD (Plasmodium falciparum) enzyme inhibition. PfGluPho enzyme, NADPH resazurin-diaphorase fluorescence. inhibition, % at 20 µM. 350,000 compounds, 0.78% hits. AID 504690;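 active = inhibition reaching at least a set limit at 20 µM in the primary screen, cut at about 59% in these data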;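 also: 0% = DMSO wells with substrate and 100% = DMSO wells lacking glucose-6-phosphate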
Numbers without * were called inactive.

Start of the listing, in advance, five compounds:
How did CCNC(=S)N/N=C/c1ccc(OCc2ccc(C(=O)OC)cc2)cc1 do in these assays?
mIAP block: -2; A3A deaminase: -2; hIAP block: 2; HKDC1 inh: 11; ATG4B inhibitor: 9; hIAP activ: 0.98; mIAP act: 1; PfGluPho inh: -22

What do the screens show for `Cc1cc(NC(=O)C2=C(O)c3ccccc3S(=O)(=O)N2C)no1`?
mIAP block: 2; A3A deaminase: -2; hIAP block: 3; HKDC1 inh: -6; ATG4B inhibitor: 6; hIAP activ: 0.97; mIAP act: 0.97; PfGluPho inh: -18

How did CN(C)S(=O)(=O)c1ccc(C(=O)Nc2ccccc2OC(F)(F)C(F)F)cc1 do in these assays?
mIAP block: 0; A3A deaminase: 4; hIAP block: 16; HKDC1 inh: -8; ATG4B inhibitor: 1; hIAP activ: 0.84; mIAP act: 1; PfGluPho inh: 7

What do the screens show for `Clc1ccc(Cl)c(OCCCCN2CCCCC2)c1`?
mIAP block: 2; A3A deaminase: 6; hIAP block: -16; HKDC1 inh: -4; ATG4B inhibitor: 3; hIAP activ: 1.2; mIAP act: 0.97; PfGluPho inh: 3

What do the screens show for `CNC(=S)N(Cc1cc2cc(C)ccc2n2nnnc12)CC(C)(C)CN(C)C`?
mIAP block: 2; A3A deaminase: -7; hIAP block: 19; HKDC1 inh: 2; ATG4B inhibitor: -4; hIAP activ: 0.81; mIAP act: 0.98; PfGluPho inh: 11

Main list, previewed entries included:
How did CCNC(=S)N/N=C/c1ccc(OCc2ccc(C(=O)OC)cc2)cc1 do in these assays?
mIAP block: -2; A3A deaminase: -2; hIAP block: 2; HKDC1 inh: 11; ATG4B inhibitor: 9; hIAP activ: 0.98; mIAP act: 1; PfGluPho inh: -22

What do the screens show for `Cc1cc(NC(=O)C2=C(O)c3ccccc3S(=O)(=O)N2C)no1`?
mIAP block: 2; A3A deaminase: -2; hIAP block: 3; HKDC1 inh: -6; ATG4B inhibitor: 6; hIAP activ: 0.97; mIAP act: 0.97; PfGluPho inh: -18

How did CN(C)S(=O)(=O)c1ccc(C(=O)Nc2ccccc2OC(F)(F)C(F)F)cc1 do in these assays?
mIAP block: 0; A3A deaminase: 4; hIAP block: 16; HKDC1 inh: -8; ATG4B inhibitor: 1; hIAP activ: 0.84; mIAP act: 1; PfGluPho inh: 7

What do the screens show for `Clc1ccc(Cl)c(OCCCCN2CCCCC2)c1`?
mIAP block: 2; A3A deaminase: 6; hIAP block: -16; HKDC1 inh: -4; ATG4B inhibitor: 3; hIAP activ: 1.2; mIAP act: 0.97; PfGluPho inh: 3

What do the screens show for `CNC(=S)N(Cc1cc2cc(C)ccc2n2nnnc12)CC(C)(C)CN(C)C`?
mIAP block: 2; A3A deaminase: -7; hIAP block: 19; HKDC1 inh: 2; ATG4B inhibitor: -4; hIAP activ: 0.81; mIAP act: 0.98; PfGluPho inh: 11

Results for O=C1CSC(c2c(F)cccc2Cl)N1c1cccc(F)c1 (stereo not given) ?
mIAP block: -2; A3A deaminase: 0; hIAP block: 23; HKDC1 inh: 2; ATG4B inhibitor: -1; hIAP activ: 0.77; mIAP act: 1; PfGluPho inh: -7

Results for CCOc1cc(/C=N\Nc2ccc([N+](=O)[O-])cc2)ccc1OCC(=O)Nc1ccc(C)c(C)c1 ?
mIAP block: 12; A3A deaminase: -7; hIAP block: 6; HKDC1 inh: 5; ATG4B inhibitor: 1; hIAP activ: 0.94; mIAP act: 0.88; PfGluPho inh: -1

How did O=C(/C=C/c1ccc(Cl)cc1)NC(=S)NN1CCCCC1c1cccnc1 (stereo not given) do in these assays?
mIAP block: 1; A3A deaminase: -3; hIAP block: -26; hIAP activ: 1.3; mIAP act: 0.99

How did CC1(C)CC(O)CC(C)(C)N1CC(O)COCc1ccccc1 (stereo not given) do in these assays?
mIAP block: -3; A3A deaminase: -5; hIAP block: -5; HKDC1 inh: -2; ATG4B inhibitor: 6; hIAP activ: 1.1; mIAP act: 1; PfGluPho inh: -3

How did COc1cccc(/C=N/NC(=O)c2ccc(COc3ccc(Cl)cc3Cl)o2)c1 do in these assays?
mIAP block: 16; A3A deaminase: 0; hIAP block: -3; HKDC1 inh: -2; ATG4B inhibitor: -6; hIAP activ: 1; mIAP act: 0.84; PfGluPho inh: 5

How did O=C(CCCCCNC(=O)c1ccccc1)N/N=C/c1ccco1 do in these assays?
mIAP block: 6; A3A deaminase: 6; hIAP block: -6; HKDC1 inh: -10; ATG4B inhibitor: -2; hIAP activ: 1.1; mIAP act: 0.94; PfGluPho inh: 2

What do the screens show for `CN1CCN(C(=O)/C=C/c2ccc3c(c2)OCO3)CC1`?
mIAP block: -7; A3A deaminase: -3; hIAP block: -19; HKDC1 inh: 13; ATG4B inhibitor: -3; hIAP activ: 1.2; mIAP act: 1.1; PfGluPho inh: 8

Results for Cc1ccc(C(=O)N2N=C(c3cccc(NS(C)(=O)=O)c3)CC2c2cccs2)cc1 (stereo not given) ?
mIAP block: -2; A3A deaminase: 9; hIAP block: -17; HKDC1 inh: 2; ATG4B inhibitor: -18; hIAP activ: 1.2; mIAP act: 1; PfGluPho inh: -3

What do the screens show for `CCC(CC)C(=O)Nc1cccc(C(=O)Nc2nccs2)c1`?
mIAP block: -2; A3A deaminase: -1; hIAP block: -3; HKDC1 inh: 0; ATG4B inhibitor: -13; hIAP activ: 1; mIAP act: 1; PfGluPho inh: -3

How did Cc1c(F)cccc1NS(=O)(=O)c1ccc2c(c1)n(C)c(=O)c(=O)n2C do in these assays?
mIAP block: -6; A3A deaminase: -4; hIAP block: 10; HKDC1 inh: 4; ATG4B inhibitor: 4; hIAP activ: 0.9; mIAP act: 1.1; PfGluPho inh: -2

What do the screens show for `O=C(NCc1ccccc1C(F)(F)F)C1CCC(=O)N(C2CC2)C1` (stereo not given)?
mIAP block: 6; A3A deaminase: -2; hIAP block: -10; HKDC1 inh: -6; ATG4B inhibitor: 24; hIAP activ: 1.1; mIAP act: 0.94; PfGluPho inh: 14

What do the screens show for `Cc1c(C(=O)NCC2CCCO2)cccc1[N+](=O)[O-]` (stereo not given)?
mIAP block: 1; A3A deaminase: -3; hIAP block: 14; HKDC1 inh: -11; ATG4B inhibitor: -1; hIAP activ: 0.86; mIAP act: 0.99; PfGluPho inh: 7

What do the screens show for `Cn1nc(C(=O)NCc2ccccn2)c2ccccc2c1=O`?
mIAP block: -3; A3A deaminase: 0; hIAP block: 11; HKDC1 inh: 0; ATG4B inhibitor: -2; hIAP activ: 0.89; mIAP act: 1; PfGluPho inh: -14

Results for Cc1ccc(Cl)cc1Nc1nc(-c2cccnc2)cs1 ?
mIAP block: -4; A3A deaminase: -5; hIAP block: -1; HKDC1 inh: 0; ATG4B inhibitor: -13; hIAP activ: 1; mIAP act: 1; PfGluPho inh: 19

How did CNC(=O)c1c(NC(=O)CS(=O)(=O)c2ccccc2)sc(C)c1C do in these assays?
mIAP block: -2; A3A deaminase: 0; hIAP block: 3; HKDC1 inh: -1; ATG4B inhibitor: -10; hIAP activ: 0.97; mIAP act: 1; PfGluPho inh: 6

Results for CCOCCN1CCN(C(=O)CN2CCCC2=O)CC1 ?
mIAP block: -7; A3A deaminase: -5; hIAP block: -8; HKDC1 inh: -7; ATG4B inhibitor: -4; hIAP activ: 1.1; mIAP act: 1.1; PfGluPho inh: 0

How did CS(=O)(=O)N(CC(=O)NCc1ccc(Cl)cc1)C1CCCCC1 do in these assays?
mIAP block: 4; A3A deaminase: 0; hIAP block: -18; HKDC1 inh: -4; ATG4B inhibitor: -1; hIAP activ: 1.2; mIAP act: 0.95; PfGluPho inh: -16

What do the screens show for `COc1ccccc1CCN1CCCC(CN(C)C(=O)c2ccoc2)C1` (stereo not given)?
mIAP block: 5; A3A deaminase: -5; hIAP block: -13; HKDC1 inh: -6; ATG4B inhibitor: -6; hIAP activ: 1.1; mIAP act: 0.95; PfGluPho inh: 10

How did COC(=O)c1cccc2c1NC(=O)C2=O do in these assays?
mIAP block: -5; A3A deaminase: 4; hIAP block: 4; HKDC1 inh: 9; ATG4B inhibitor: 0; hIAP activ: 0.95; mIAP act: 1.1; PfGluPho inh: -4

Results for Cc1cc(C)c(NC(=O)CCCC(=O)O)c(Cl)c1 ?
mIAP block: -4; A3A deaminase: 1; hIAP block: 4; HKDC1 inh: -5; ATG4B inhibitor: 2; hIAP activ: 0.96; mIAP act: 1; PfGluPho inh: 0

How did COC(=O)c1c(N2C(=O)Nc3ccccc3N2O)sc(C)c1C do in these assays?
mIAP block: 8; A3A deaminase: -2; hIAP block: 3; HKDC1 inh: 0; ATG4B inhibitor: 16; hIAP activ: 0.97; mIAP act: 0.92; PfGluPho inh: -17

How did Cc1ccccc1C(=O)Nc1cccc(C(=O)Nc2ccccc2C(=O)O)c1 do in these assays?
mIAP block: 9; A3A deaminase: -6; hIAP block: 11; HKDC1 inh: 0; ATG4B inhibitor: 9; hIAP activ: 0.89; mIAP act: 0.91; PfGluPho inh: -8

How did Cc1ccc(OCCCC(=O)NNC(=O)c2ccccn2)cc1 do in these assays?
mIAP block: 13; A3A deaminase: 0; hIAP block: -78; HKDC1 inh: 5; ATG4B inhibitor: -4; hIAP activ: 1.8; mIAP act: 0.87; PfGluPho inh: -13

What do the screens show for `COc1ccccc1C(=O)Nc1cccnc1`?
mIAP block: -2; A3A deaminase: -2; hIAP block: -2; HKDC1 inh: 0; ATG4B inhibitor: -7; hIAP activ: 1; mIAP act: 1; PfGluPho inh: 8

How did CN1CCN(CCC(=O)Nc2ccc(C3CCCC3)cc2)CC1 do in these assays?
mIAP block: -8; A3A deaminase: -3; hIAP block: -3; HKDC1 inh: 3; ATG4B inhibitor: -3; hIAP activ: 1; mIAP act: 1.1; PfGluPho inh: 10

How did O=C(COc1ccc2c(c1)oc(=O)c1ccccc12)NCC1CCC(C(=O)O)CC1 (stereo not given) do in these assays?
mIAP block: 2; A3A deaminase: -4; hIAP block: -3; HKDC1 inh: 3; ATG4B inhibitor: -23; hIAP activ: 1; mIAP act: 0.97; PfGluPho inh: 4

Results for CCOC(=O)c1c(N)n[nH]c1-c1ccccc1 ?
mIAP block: -13; A3A deaminase: -4; hIAP block: -10; HKDC1 inh: -8; ATG4B inhibitor: -8; hIAP activ: 1.1; mIAP act: 1.1; PfGluPho inh: -13

Results for CN1C(=O)[C@H]2[C@@H](/C=C/c3ccccc3)N3C(=O)CN(CCO)C(=O)[C@@]3(Cc3ccccc3)[C@H]2C1=O ?
mIAP block: 0; A3A deaminase: -6; hIAP block: -11; HKDC1 inh: -2; ATG4B inhibitor: 6; hIAP activ: 1.1; mIAP act: 1; PfGluPho inh: 1

What do the screens show for `COc1ccc(NC(=O)C2CCCN(S(=O)(=O)c3ccc4[nH]c(=O)ccc4c3)C2)cc1OC` (stereo not given)?
mIAP block: -1; A3A deaminase: -4; hIAP block: -28; HKDC1 inh: 0; ATG4B inhibitor: -7; hIAP activ: 1.3; mIAP act: 1; PfGluPho inh: 1

What do the screens show for `CCN(CC)Cc1ccc(NC(=O)c2sc3cc(Cl)ccc3c2Cl)cc1`?
mIAP block: -3; A3A deaminase: 0; hIAP block: -2; HKDC1 inh: -9; ATG4B inhibitor: -9; hIAP activ: 1; mIAP act: 1; PfGluPho inh: 4

Results for CCC(C)NC(=O)C(CCSC)NC(=O)c1ccccc1 (stereo not given) ?
mIAP block: -12; A3A deaminase: -2; hIAP block: 18; HKDC1 inh: -2; hIAP activ: 0.82; mIAP act: 1.1; PfGluPho inh: -12
